# Assay outcomes: PubChem BioAssay, several laboratories
# HIF-2a block = HIF-2a inhibition; 786-0 RCC cells HIF-2a reporter, luciferase luminescence, overnight; inhibition, % at 18.8 µM; actives 0.72% (n = 360,000); AID 624352;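 active = inhibition of the luminescence signal of 40% or more relative to plate controls, in a single-dose primary screen at 18.75 µM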
# Peg3 promoter = inhibitors of Peg3 promoter | inhibition, % at 20 µM | actives 1.7% (n = 360,000) | HeLa PEG-Prom luciferase reporter, luminescence, overnight;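 active = inhibition of at least 50% at 20 µM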
# CF NFkB block = inhibitors of cystic fibrosis induced NF-kB | KKLEB NF-kB-GFP reporter, PAF-induced, GFP fluorescence overnight | inhibition, % at 5 µM | actives 0.86% (n = 360,000);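 active = at least 50% inhibition at 5 µM, scaled per plate between neutral and stimulator controls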;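 also: PAF is a Pseudomonas aeruginosa culture filtrate used as stimulus; plate controls were PAF-stimulated DMSO wells for no effect and unstimulated DMSO wells for full effect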
# KKLEB tox = reduces viability of KKLEB cystic fibrosis airway cells. actives 0.36% (n = 360,000). KKLEB CF airway cells viability, ATPlite luminescence, overnight; stronger effect = lower value; cells stimulated with P. aeruginosa culture filtrate. AID 602141. activity change (cytotoxicity), % at 5 µM;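 active = corrected activity change at or below -50% at 5 µM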
# MITF TRPM1 inh = MITF TRPM1 promoter inhibition in SK-MEL-5 cells | SK-MEL-5 TRPM1 promoter luciferase, 24 h | actives 0.83% (n = 330,000) | inhibition, % at 12.5 µM | AID 488899;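 active = mean inhibition across replicates of 60% or more, whatever share of single replicates reaches that level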; also: values of inactives mirror those of a sister screen read the other way
# hiPSC survival = enhancers of human iPSC single-cell survival | hiPSC single-cell survival, ATPlite luminescence; 100% = ROCK inhibitor wells, 0% = DMSO | survival enhancement, % at 20 µM | actives 0.044% (n = 360,000) | AID 602274; in the data active = survival enhancement above about 18%;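 also: cells exposed to compounds for 16 hours before the ATP read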
# aDG glyco up = alpha-DG glycosylation activation | Pro5-aDG cells, alpha-DG glycosylation AlphaScreen (IIH6); 0% Pro5, 100% B10-LARGE cell signal | actives 0.22% (n = 360,000) | activation, % at 10 µM;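 active = activation of at least 8% versus controls, or a plate z-score of at least 8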;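 also: Pro5 are CHO cells carrying HIG-tagged alpha-DG that lacks glycosylation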
# TWEAK Fn14 block = TWEAK-Fn14 signaling inhibition; TWEAK-stimulated Fn14 reporter cells, luciferase luminescence, 8 h; inhibition, % at 10 µM; actives 2% (n = 360,000); in the data active = inhibition above about 50%
# NR2E3 ag-1 = activates human photoreceptor nuclear receptor NR2E3; Q9Y5X4; GST-NR2E3/biotin-RetCOR TR-FRET, 1536-well; inhibition of corepressor binding, % at 4.78 µM; actives 0.12% (n = 320,000); AID 2300;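 active = percent inhibition above the cutoff of mean plus 3 SD of all tested compounds, set per screening campaign, cut at about 20% in these data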;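 also: 0% = DMSO wells and 100% = biotin wells as full block of FRET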
# Target sequence (Q9Y5X4 whole entry, looked up): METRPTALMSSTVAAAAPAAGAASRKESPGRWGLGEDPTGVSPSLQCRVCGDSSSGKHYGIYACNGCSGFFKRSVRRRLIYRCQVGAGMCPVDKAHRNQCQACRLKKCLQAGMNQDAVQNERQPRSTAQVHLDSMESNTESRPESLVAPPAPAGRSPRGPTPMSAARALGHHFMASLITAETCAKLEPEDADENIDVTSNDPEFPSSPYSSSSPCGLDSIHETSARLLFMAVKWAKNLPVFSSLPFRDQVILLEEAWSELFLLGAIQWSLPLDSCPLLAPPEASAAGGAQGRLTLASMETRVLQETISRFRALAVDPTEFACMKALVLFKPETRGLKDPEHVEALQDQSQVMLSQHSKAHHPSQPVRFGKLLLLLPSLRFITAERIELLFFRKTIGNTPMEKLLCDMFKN
#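 Material: NR2E3–RetCOR corepressor complex | Quantity: 1.35 nM GST-tagged NR2E3 final | Schedule: 5 h at 4 °C | Replication: Singlicate compound wells | Reagent: RetCOR corepressor, biotinylated, 7 nM | Controls: Biotin wells as high control, 0.6% DMSO wells as low control | Signal: TR-FRET, Eu(K)-anti-GST donor, streptavidin-D2 acceptor, ex 340, em 617/671 nm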
# NR2E3 ag-2 = agonists of human NR2E3 nuclear receptor; CHO-S Gal4-NCOR/VP16-NR2E3 two-hybrid, luciferase; actives 0.35% (n = 360,000); inhibition of corepressor binding, % at 3.98 µM; AID 602229; Q9Y5X4;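 active = inhibition above the mean of all tested compounds plus 3 SD, cut at about 70% in these data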;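 also: 0% = DMSO with NR2E3 transfected cells and 100% = cells lacking NR2E3 construct; higher means lower luciferase signal from less NR2E3 corepressor binding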
# Shn3 3UTR inh = Schnurri-3 reporter inhibition in Clone20 osteoblasts | Clone20 osteoblast Shn3 3'UTR firefly luciferase, 24 h | inhibition, % at 12.5 µM | actives 0.52% (n = 360,000);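 active = mean inhibition of at least 75% with every replicate also reaching 75%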;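 also: 0% = median of neutral control wells and 100% = pilot-screen positive control compound; some compounds past the cut are filed as inactive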
# * = called active by the depositor; . = not tested or not shown.
SMILES,HIF-2a block,Peg3 promoter,CF NFkB block,KKLEB tox,MITF TRPM1 inh,hiPSC survival,aDG glyco up,TWEAK Fn14 block,NR2E3 ag-1,NR2E3 ag-2,Shn3 3UTR inh
CC1(C)CC(=O)C/C(=N/NC(=O)COc2ccc3ccccc3c2Br)C1,-11,10,4,9,9,-0.5,0.1,-3,3,0,-3
COc1ccc2nc(N3CCCCC3)c(C#N)cc2c1,-204,-230,-15,3,-62,0.4,0.1,5,-1,-20,-50
CC(=C/c1ccco1)/C=N/NC(=O)c1ccncc1,-9,-18,-2,-3,.,-0.4,0.1,12,1,-26,-1
CCOC(=O)C1CCN(C(=O)COC(=O)CSc2ccc([N+](=O)[O-])cc2)CC1,12,-12,-7,-1,4,-0.2,0.1,3,2,0,14
CCN(CC)c1ccc(C2CC(=O)Nc3cc(OC)c(OC)cc32)cc1 (stereo not drawn),14,2,6,-5,16,-1.8,0.0,15,-3,-17,36
CCC(c1nnc(SCC(=O)Nc2ccc(Cl)cc2C(F)(F)F)n1C1CCCCC1)N(C)C (stereo not drawn),5,11,-24,8,-1,-2.4,-0.2,0,-2,4,-7
CC/C(=N\N=C(/CC)c1ccccc1N)c1ccccc1N,-145,-52,-17,2,-23,-0.3,-0.3,-8,-5,-8,-13
CC(C)(C)C1=Nn2c(nnc2-c2ccccc2F)SC1,7,21,25,-20,-2,-1.6,0.0,-1,0,-1,-10
Nc1ccc(C(=O)N/N=C2\CCCc3c2[nH]c2ccccc32)cc1,-104,-84,-11,0,-26,-1.9,0.4,-16,3,-43,-21
CCc1ccccc1N(C)S(=O)(=O)c1ccc(-c2cc(C)no2)s1,8,14,2,-18,21,3.8,-0.1,9,-1,-43,74
COC(=O)c1ccc(CSC2=NC[C@@H]3[C@@H]4C(=O)N(Cc5ccccc5)C(=O)[C@@H]4[C@](C)(C(=O)OC)N23)cc1,1,-6,26,-2,-3,0.4,0.0,8,.,-26,-2
COc1cccc(N2C(=O)/C(=C\c3cccs3)NC2=S)c1,-241,-75,-5,0,-11,0.4,0.0,-11,-2,-24,-58
O=C(CN1C(=O)C2CC=CCC2C1=O)Nc1nnc(SCc2ccc(Cl)cc2)s1 (stereo not drawn),12,3,3,6,7,3.6,0.1,10,-2,4,8
Cc1nc2c(Br)cc(Br)cc2c(=O)n1-c1ccccc1NC1OCC(O)C(O)C1O (stereo not drawn),0,-5,-34,6,-2,3.8,0.0,9,.,-19,-14
COc1ccc(C(=O)N2CCCC(c3cc(C(=O)NCc4ccccc4)no3)C2)cc1 (stereo not drawn),7,8,-5,-7,.,0.5,0.1,-18,.,11,8
Cc1cc(Cl)ccc1OCC(=O)N/N=C/c1ccc(OC2OC(CO)C(O)C(O)C2O)cc1 (stereo not drawn),6,-3,5,4,-3,-0.2,0.0,-3,2,0,-24
O=C(N[C@@H](Cc1ccccc1)C(=O)CCl)OCc1ccccc1,-11,70*,37,-19,96*,-5.1,0.3,48,1,0,17
C=CCn1sc(N)c(C(=O)OCC)c1=S,-4,-1,9,-17,7,-1.0,-0.1,-6,-2,-7,-7
COCC(=O)Nc1ccc(Br)cc1C,-3,-1,1,13,14,-0.5,0.1,26,1,2,12
Cc1ccc(S(=O)(=O)CCC(=O)NNC(=O)CN(C)S(=O)(=O)c2ccc(C)cc2)cc1,7,-5,2,7,2,0.0,-0.2,-18,.,-13,23
COc1ccc(C(O)c2nc(-c3ccc(F)cc3OC)cs2)cc1 (stereo not drawn),-28,-2,7,-5,.,-1.5,0.2,-15,.,-9,-10
CC1CC(=O)C(C(C2=C(O)CC(C)CC2=O)c2ccccc2)=C(O)C1 (stereo not drawn),8,10,9,5,8,4.7,0.1,4,.,-20,-7
O=C(Nc1nccs1)c1ccc(Br)c(S(=O)(=O)N2CCOCC2)c1,-21,5,-1,4,2,2.3,0.1,15,4,-15,6
CC(C)(C)OC(=O)NCCCCCNC(=O)c1nc[nH]c1C(=O)N1CCc2ccccc2C1,10,37,10,2,7,-0.5,-0.2,18,.,-33,-6

# Full records, looked up by structure. Values in the order: HIF-2a block	Peg3 promoter	CF NFkB block	KKLEB tox	MITF TRPM1 inh	hiPSC survival	aDG glyco up	TWEAK Fn14 block	NR2E3 ag-1	NR2E3 ag-2	Shn3 3UTR inh
# CC(C)(C)OC(=O)NCCCCCNC(=O)c1nc[nH]c1C(=O)N1CCc2ccccc2C1 is listed as 10	37	10	2	7	-0.5	-0.2	18	.	-33	-6
# Cc1nc2c(Br)cc(Br)cc2c(=O)n1-c1ccccc1NC1OCC(O)C(O)C1O (stereo not drawn) is listed as 0	-5	-34	6	-2	3.8	0.0	9	.	-19	-14
# O=C(N[C@@H](Cc1ccccc1)C(=O)CCl)OCc1ccccc1 is listed as -11	70*	37	-19	96*	-5.1	0.3	48	1	0	17
# O=C(Nc1nccs1)c1ccc(Br)c(S(=O)(=O)N2CCOCC2)c1 is listed as -21	5	-1	4	2	2.3	0.1	15	4	-15	6
# COc1ccc(C(=O)N2CCCC(c3cc(C(=O)NCc4ccccc4)no3)C2)cc1 (stereo not drawn) is listed as 7	8	-5	-7	.	0.5	0.1	-18	.	11	8

# (next part)
SMILES,HIF-2a block,Peg3 promoter,CF NFkB block,KKLEB tox,MITF TRPM1 inh,hiPSC survival,aDG glyco up,TWEAK Fn14 block,NR2E3 ag-1,NR2E3 ag-2,Shn3 3UTR inh
O=C(NCCCCNC(=O)c1ccc(Br)cc1)c1ccc(Br)cc1,5,-7,-17,11,2,-0.5,0.2,3,0,-16,1
O=C(CN1C(=O)NC2(CCCC2)C1=O)NCC1CCCO1 (stereo not drawn),11,-5,-11,7,-9,0.1,-0.1,0,4,-7,-22
O=C(C#Cc1ccccc1)NCc1ccccc1F,-101,-44,-8,9,-8,-0.3,0.1,-4,.,-1,-13
CN1CCC(CNC(=O)Nc2csc3ccccc23)CC1,-4,-1,14,-8,-26,-0.3,0.2,20,2,20,-8
COc1ccc(S(=O)(=O)N2CCOCC2)cc1C(=O)NCC(c1ccco1)N1CCCC1 (stereo not drawn),20,-8,3,9,6,0.5,-0.2,1,7,-31,6
O=C1CS/C(=N/N=C/c2ccccc2OS(=O)(=O)c2ccccc2)N1,6,12,17,9,5,-1.9,-0.1,5,-2,-2,1
CC[C@@]1(C(=O)OC)N[C@H](CN(C)C(=O)Nc2ccc(C(F)(F)F)cc2)[C@@H]2C(=O)N(Cc3ccccc3)C(=O)[C@@H]21,5,6,6,0,-2,3.0,0.2,13,.,-15,-10
COc1cc(C2N(c3ccc(F)cc3)C(=O)C3CCCN32)cc(OC)c1OC (stereo not drawn),2,1,13,-7,5,3.1,0.0,1,-1,-3,-11
CC(C)CC(=O)Nc1sc2c(c1C#N)CC(C)(C)NC2(C)C,14,4,-2,1,-8,-1.4,-0.1,-8,-5,-3,-32
CCOC(=O)Cc1csc(NC(=O)c2ccc(NC(C)=O)cc2)n1,-11,0,-2,-1,8,8.9,-0.1,7,2,-8,-10
N=c1scc(-c2ccccc2)n1/N=C/c1ccco1,-67,-69,-11,2,-6,1.0,-0.7,2,0,.,-38
O=C(COc1ccc(S(=O)(=O)N2CCOCC2)cc1)NCc1ccccn1,3,1,-42,12,6,-0.5,-0.3,-10,-3,7,-9
CCN1CCCC1CNC(=O)COc1cc(=O)n(C)c2ccccc12 (stereo not drawn),0,-22,15,-1,7,-0.3,-0.1,-15,-2,-30,-19
Cc1cc(-c2nnc(SCC(=O)Nc3cccc(Cl)c3)n2N)n[nH]1,-3,14,2,-7,1,0.5,-0.3,-15,0,-19,-2
C=C1CCc2c([nH]c3ccc(OCC(C)C)cc23)C1=O,96*,103*,29,-21,58,-0.7,1.2,2,.,-19,81
C=CCOC(=O)C1=C[C@@H](c2ccc(C(F)(F)F)cc2)[C@H](CCCO)[C@@H](OCC)O1,15,17,11,1,1,1.7,0.7,10,-3,24,14
Cc1nc(CSc2n[nH]c(=O)n2-c2cccc(F)c2)cs1,12,1,-10,-6,-2,-0.6,0.2,-6,3,-31,4
Cc1ccc(-c2nc(-c3cccnc3)sc2CC(=O)Nc2ccc3nc(C)sc3c2)cc1,8,31,-6,-2,5,4.1,-0.2,20,1,-11,4
COc1ccc(C(=O)N2CCN(c3ccc(N4CCOCC4)nn3)CC2)cc1OC,5,6,3,6,2,-0.5,0.1,15,1,-8,-2
C/C=C/c1ccc(OCc2cc(=O)n3cc(C)ccc3n2)c(OC)c1,-14,3,-22,17,3,2.4,0.0,-5,-1,-18,11
COc1ccccc1-c1sc2cc3c(cc2c1-c1ccc(OCCN2CCOCC2)cc1)OCO3,8,11,-9,5,-3,-3.8,-0.3,8,.,12,7
O=C(COC(=O)CCC1CCCC1)Nc1ccc(Cl)cn1,13,2,4,1,2,0.3,-0.3,-2,1,-18,6
COc1ccc(CCNC(=O)C2CC3Cn4c(nc5ccccc54)C3N2Cc2ccccc2)cc1 (stereo not drawn),-1,-2,10,20,6,1.5,-0.2,-5,1,-42,6
Cc1cc(S(=O)(=O)NCC2CC2)c(Cl)cc1Cl,14,11,-20,4,-6,0.8,0.1,9,1,-24,6
O=C1OCC2=C1C(c1ccc(F)cc1)CC(=O)N2c1ccccc1 (stereo not drawn),11,12,6,1,-4,-1.0,0.0,-17,1,15,16
CN1CCN(C(=O)c2ccc(OCCOc3ccccc3)cc2)CC1,-5,5,-4,0,2,0.2,0.3,-6,-2,-8,-6
CCC(C)c1ccc(OCC(=O)Nc2ccc(CN3CCOCC3)cc2)cc1 (stereo not drawn),-9,18,-26,21,-3,-0.5,0.1,2,.,-19,-8
CCc1c(C)nc2ncnn2c1NCCc1ccc(OC)c(OC)c1,14,13,-10,-1,12,-0.6,1.4,13,4,8,56
COc1ccc(OCCCC(=O)OC(C)C(=O)Nc2ccc(S(N)(=O)=O)cc2)cc1 (stereo not drawn),7,5,4,17,8,-0.4,0.3,-5,0,-33,5
CCOC(=O)c1sc(NC(=O)C(CC)OC(=O)C(CC(C)C)NC(=O)c2ccccc2)nc1C (stereo not drawn),-5,-5,-3,-8,-9,-0.2,-0.2,-1,3,-8,1
C/C=C(\C)CN1CCN(c2ccccc2)CC1,3,1,0,0,1,0.8,0.0,-18,5,-7,5
CCOC(=O)c1[nH]c2ccc(F)cc2c1NC(=O)c1ccccc1C(=O)O,-88,-74,3,-6,-26,0.7,0.0,-10,.,-80,-89
Cc1cc(C)c(C#N)c(SCc2[nH]nc3c2C(c2ccc(F)cc2)C(C#N)=C(N)O3)n1 (stereo not drawn),12,-3,-6,-4,-3,4.4,-0.3,-7,4,-27,0
CCC(=O)c1ccc(N2CCN(C(=O)c3cccs3)CC2)c(F)c1,-187,-122,-31,23,-47,-0.2,0.3,0,4,-27,4
Cc1ccc(/C=N/NC(=O)c2ccc(-n3cccc3)cc2)o1,-10,-25,7,6,-1,-0.3,-0.3,9,.,-12,11
O/N=C/c1ccc2cccc(OCc3ccccc3)c2n1,5,7,3,-8,22,-0.6,0.0,-15,1,-31,-6
O=C(NCC1CCCCC1)c1ccc(Cl)nc1,-15,-9,4,6,-9,0.6,-0.1,17,0,-14,9
